# Compound activity as filed in PubChem BioAssay.
# D2 PAM: positive allosteric modulators of human D2 dopamine receptor; P14416; HEK293 T-REx D2, calcium flux, EC20 dopamine potentiation; potentiation, % at 10 µM; 0.34% of 340,000 active;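 active = potentiation over 3 SD above the plate norm, cut at about 30% in these data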; also: 0% is about no effect
#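 Potentiation of an EC20 dopamine calcium response is measured in a force-coupled, tetracycline-inducible Hek293 Trex D2 line. Compound-only kinetic reads over 180 s flag agonists before dopamine addition.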
# TRHR ag: TRH receptor (human) agonism; P34981; TRHR cells, calcium flux fluo-8, FDSS agonist mode; activation, % at 2 µM; 0.18% of 360,000 active; AID 493084; also: 0% is about no effect
# Target sequence (P34981 whole entry, looked up): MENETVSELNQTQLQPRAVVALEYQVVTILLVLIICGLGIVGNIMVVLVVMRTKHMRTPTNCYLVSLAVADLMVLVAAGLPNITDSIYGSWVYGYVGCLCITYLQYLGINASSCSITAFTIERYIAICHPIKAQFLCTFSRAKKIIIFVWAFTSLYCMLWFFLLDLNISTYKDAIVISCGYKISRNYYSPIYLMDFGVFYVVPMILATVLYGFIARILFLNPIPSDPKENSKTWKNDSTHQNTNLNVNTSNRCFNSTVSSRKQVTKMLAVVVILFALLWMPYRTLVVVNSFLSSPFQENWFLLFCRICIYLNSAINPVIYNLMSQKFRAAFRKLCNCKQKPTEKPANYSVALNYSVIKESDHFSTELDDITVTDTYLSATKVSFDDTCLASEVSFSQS
#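 TRHR-expressing cells loaded with fluo-8 calcium dye; 23 nL library compound pin-transferred, kinetic FDSS fluorescence (Ex 480/Em 530) recorded about 180 s for agonist-induced calcium release, before a 10 nM TRH EC20 addition for potentiator mode.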
# RXFP1 antagonist: blocks the human relaxin receptor RXFP1; Q9HBX9; HEK293-RXFP1, relaxin-stimulated cAMP HTRF, 30 min; active compounds read low; activity change, negative = inhibition, % at 57.5 µM; 0.59% of 350,000 active;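 active = activity change of -60% or lower, but not beyond a set lower limit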; also: % is scaled to controls: 0 for no effect and ±100 for the full control effect
# D2 ag: D2 dopamine receptor (human) agonism; HEK293 T-REx D2 cells, calcium flux agonist mode; 0.53% of 340,000 active; activation, % at 2 µM; P14416;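 active = activation over 3 SD above normal in the single-dose calcium agonist read, cut at about 30% in these data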; also: 0% is about no effect
#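 Tetracycline-induced HEK293 T-REx cells with force-coupled D2 receptor, plated overnight at 30 C, loaded with no-wash calcium dye. After a 10 s baseline, compound was pin-added and calcium flux read kinetically for 180 s; calcium rises flagged agonists.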
# D2 antagonist: D2 dopamine receptor (human) antagonism; P14416; HEK293 TREx D2 cells, calcium flux, dopamine EC80; inhibition, % at 10 µM; 2% of 340,000 active; AID 485344; in the data active = inhibition above about 30%; also: 0% is about no effect
#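 Overnight-induced (tetracycline, 30 C) HEK293 T-REx cells carrying force-coupled D2 receive a no-wash calcium dye, then compound, then EC80 dopamine at 180 s; signals are read kinetically throughout.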
# TRHR enhancer: allosteric enhancers of human TRH receptor; P34981; TRHR cells, fluo-8 calcium fluorescence, EC20 TRH enhancement; enhancement, % at 2 µM; 0.66% of 360,000 active; AID 493056; in the data active = enhancement above about 30%; also: 0% is about no effect
#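 TRHR-expressing cells loaded with fluo-8 calcium dye were read kinetically (ex 480/em 530) during compound addition, then stimulated with an EC20 of TRH (10 nM final). Enhancement of the Gq-mediated intracellular calcium response was scored.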
# D1 potentiator: enhances dopamine response at the human D1 receptor; P21728; HEK293 TREx D1 cells, calcium flux, dopamine EC20 potentiation; potentiation, % at 10 µM; 0.036% of 360,000 active; AID 504651; in the data active = potentiation above about 30%; also: 0% is about no effect
# Target sequence (P21728 whole entry, looked up): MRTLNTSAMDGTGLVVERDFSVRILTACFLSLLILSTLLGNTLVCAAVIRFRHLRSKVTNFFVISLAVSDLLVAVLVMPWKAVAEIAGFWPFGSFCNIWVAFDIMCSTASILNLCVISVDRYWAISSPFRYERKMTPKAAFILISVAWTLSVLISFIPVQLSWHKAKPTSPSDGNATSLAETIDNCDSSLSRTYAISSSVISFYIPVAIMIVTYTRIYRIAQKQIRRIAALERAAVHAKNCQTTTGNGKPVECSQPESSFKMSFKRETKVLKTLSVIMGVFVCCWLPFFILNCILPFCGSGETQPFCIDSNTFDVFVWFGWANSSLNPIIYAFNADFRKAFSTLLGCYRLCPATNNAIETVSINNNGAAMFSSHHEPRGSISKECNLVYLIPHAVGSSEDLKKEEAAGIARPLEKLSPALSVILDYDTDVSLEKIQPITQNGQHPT
# D1 antagonist: human D1 dopamine receptor antagonism; P21728; HEK293 TREx D1 cells, calcium flux, dopamine EC80; active compounds read low; activity change, negative = inhibition, % at 10 µM; 3.2% of 360,000 active; AID 504652; in the data active = activity change below about -30%; also: % is scaled to controls: 0 for no effect and ±100 for the full control effect
#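 Cells carrying a force-coupled, tetracycline-inducible human D1 receptor report calcium flux. Each well gets a 10 s baseline, compound with 180 s monitoring, then an EC80 dopamine stimulus with a second 180 s kinetic read.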
# D1 ag: activates the human D1 dopamine receptor; P21728; HEK293 T-REx D1 cells, calcium flux, agonist mode; activation, % at 2 µM; 1% of 360,000 active; AID 504660; also: 0% is about no effect
#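 Inducible HEK293 T-REx D1 cells, force-coupled to calcium signalling, were plated at 4000 cells/well with tetracycline and held overnight at 30 C. After no-wash calcium dye loading, compound-evoked calcium rise over 180 s flagged agonists.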
# Active calls of the source: *; nt = not tested or not shown. Rule as the data show it, unless noted: active = activation above about 30%; inactive = the rest. Compounds as they come; 7.1% or so of the library scored in one or more.
SMILES,D2 PAM,TRHR ag,RXFP1 antagonist,D2 ag,D2 antagonist,TRHR enhancer,D1 potentiator,D1 antagonist,D1 ag
Clc1ccc(-c2c[n+]3c(n2-c2ccccc2)SCC3)cc1,-2.8,-0.2,2.3,1.4,1.9,-1.8,-5.5,1.2,2.7
CS(=O)(=O)N1CCN(C(=O)Nc2ccccc2)CC1,-11.0,0.4,-2.7,0.3,-3.5,10.1,-1.3,-1.9,0.7
Cc1ncc([N+](=O)[O-])n1S(=O)(=O)c1cc(Br)ccc1Br,9.3,-2.6,-3.1,-3.0,-6.6,-3.7,-1.7,-12.5,2.6
CCc1ccc(-c2[nH]c3c(c2-c2c(-n4cccc4)n(C)c(=O)n(C)c2=O)c(=O)n(C)c(=O)n3C)cc1,nt,1.0,nt,-1.9,nt,6.8,-1.1,0.6,1.9
CC(C)CNC(=O)C(=O)NN=C1CCCCCC1,8.9,-1.1,0.8,1.1,-6.4,4.3,-3.4,-7.0,2.3
O=C(c1ccco1)c1cn(CCOc2ccc(Cl)cc2)c2ccccc12,-0.3,0.3,-5.5,-0.1,nt,-3.2,-3.4,-5.9,0.6
C=CCn1c(SCC(=O)Nc2ccccc2C)nc(O)cc1=O,10.0,0.3,-16.5,-0.7,-10.6,0.1,-2.0,14.6,6.6
O=C(CSc1ncccc1C(=O)Oc1ccccc1Cl)Nc1ccccc1Cl,2.3,-0.8,-9.4,0.2,nt,-8.4,1.2,-9.7,21.2
Cc1cc2n(c1)CCn1c(C)ccc1-2,-0.4,1.5,nt,0.0,15.1,10.2,-6.5,29.9,1.0
Cc1ccc(O)c(C(=O)c2cc(C#N)c3nc4ccccc4n3c2)c1,1.5,41.6*,-8.0,15.9,25.3,0.6,7.8,6.9,62.1*
Cc1ccc(C2C(C#N)=C(N)N(c3ncn[nH]3)C3=C2C(=O)CC(C)(C)C3)cc1 (configuration not stated),nt,0.8,-1.3,nt,nt,3.3,-0.5,-29.2,1.3
O=C(CSc1nc2c(sc3ccccc32)c(=O)n1CCCN1CCCC1)NCc1ccco1,nt,-0.8,-6.0,-0.5,-0.5,1.9,-3.3,23.4,0.6
Oc1cccc(Nc2c3ccccc3nc3ccccc23)c1,-0.7,-0.5,3.0,0.5,8.8,6.1,-9.0,-23.6,7.5
O=c1[nH]c(/C=C/c2ccccc2OC(F)F)nc2c1cnn2-c1ccccc1,2.3,-0.1,1.8,-0.5,-7.6,-3.3,-2.0,0.3,2.6
O=C(OCCN1CCCCC1)c1ccccc1Cl,-19.2,1.0,3.1,-1.9,7.7,2.1,-1.6,5.8,2.7
Cc1ccc(C(=O)NNC(=O)c2cccc(S(=O)(=O)N3CCN(c4ccccc4)CC3)c2)cc1,-3.1,0.2,-4.4,1.7,-11.9,2.9,-3.0,-19.6,1.1
CCN1C(=O)/C(=C\c2cccc(OC(=O)c3ccco3)c2)SC1=S,16.8,-1.2,-1.1,-0.7,18.7,0.8,-5.0,8.3,2.4
Cn1c(=O)n(C)c2cc([N+](=O)[O-])c(N3CCN(S(C)(=O)=O)CC3)cc21,6.4,-0.7,3.0,-0.4,-7.2,-3.2,-3.0,9.9,3.4
O=C(CSc1ncnc2c1nnn2Cc1ccc(F)cc1)NC1CCCCC1,-1.4,0.0,3.9,-0.5,2.5,-1.6,1.1,0.4,1.5
CC(C)Nc1nnc(SC(C)C(=O)Nc2ccc(N3CCOCC3)cc2)s1 (configuration not stated),3.6,-0.1,-1.7,0.5,-7.5,3.4,0.2,4.4,2.7
Cc1ccc(S(=O)(=O)Nc2ccc(Nc3ccccc3)cc2)cc1,-0.9,-0.8,-17.3,-0.5,-9.9,6.5,7.3,12.3,6.4
CC1=C(C(=O)OCc2ccc(C)cc2)C(c2ccccc2C(F)(F)F)CC(=O)N1 (configuration not stated),7.3,-1.4,nt,-0.2,nt,3.9,-1.9,10.5,12.3
Cc1ccsc1C(=O)N(C)CC(=O)Nc1ccccc1Br,-7.7,-0.5,-4.3,-0.2,3.6,-5.9,4.8,3.5,0.5
CC1(C)CC(=O)C2=C(C1)NC(=S)C(C#N)C21CCCCC1 (configuration not stated),-17.1,0.1,-17.8,21.1,1.6,-3.1,5.8,0.0,3.2
CCn1ccc2cc(S(=O)(=O)N3CCC(C(=O)NCC(C)c4ccccc4)CC3)ccc21 (configuration not stated),9.5,0.4,-9.1,-0.4,nt,-2.2,-3.6,-18.3,7.7
O=S(=O)(NCCc1csc(-c2ccccc2)n1)c1cccnc1,-1.0,-0.5,0.5,-0.5,5.8,-3.8,-2.6,-4.6,2.8
COc1ccc(NS(=O)(=O)c2ccc(NC(=S)NC(=O)/C=C/c3ccccc3)cc2)nn1,-7.6,-1.4,-13.5,-1.5,-2.9,-3.8,-6.5,7.4,-0.3
COC(=O)N1C(=O)[C@@](CC(C)C)(c2ccccc2)N1C(=O)OC,5.2,-1.0,nt,0.3,-18.1,17.5,5.5,-5.1,2.3
Cc1ccc(NC2CCCN(C(=O)c3cn4cc(Cl)ccc4n3)C2)cc1C (configuration not stated),2.2,0.3,-19.1,3.3,-10.3,-9.6,6.7,-21.7,2.3
COc1ccc(C2CC(=O)c3cnc(N)nc3C2)c(OC)c1 (configuration not stated),1.6,-0.4,nt,-0.1,-4.3,-0.7,5.0,-17.7,1.8
Cc1cccc(NC(=O)C2C(c3ccccc3)C2(Cl)Cl)c1 (configuration not stated),-7.3,-0.6,-4.4,-0.5,2.2,9.3,-9.4,1.0,3.7
Clc1ccc(/C=N/N2CCCCC2)cc1,11.4,-0.9,-1.1,0.0,13.3,18.6,4.9,10.0,6.5
O=C(Nc1nccs1)c1cc([N+](=O)[O-])ccc1Cl,4.9,-0.1,-0.6,0.5,0.3,2.5,-5.2,-25.9,5.2
O=C(CSc1nc(-c2ccccc2)cc(=O)[nH]1)NCc1ccc2c(c1)OCO2,10.5,-0.2,3.5,-0.4,-21.3,-0.7,-1.4,-24.3,1.8
Nc1ccc(-c2nc(-c3ccccc3)nc3ccccc23)cc1,-2.4,-0.8,-2.6,0.8,-4.8,3.5,-1.8,-7.2,-0.7
Clc1ccc(C2=NN=C3COc4ccccc4N3C2)cc1,-5.7,-0.7,-10.4,-0.9,0.9,-4.7,-2.4,14.6,9.2
Cc1nnc(NC(=O)CSc2ncnc3c2cnn3-c2ccccc2C)s1,-10.8,0.1,-5.6,-0.4,-26.4,6.3,-3.5,-5.1,2.7
C=CCNc1oc(-c2cccc3ccccc23)nc1C#N,nt,0.3,28.4,0.0,0.5,1.5,-7.1,-15.0,1.3
CC(=O)N(C)C1(c2nnnn2CCOC(=O)Nc2ccc(Cl)cc2)CCCCC1,-20.5,-0.2,0.7,3.6,3.1,-0.4,-0.1,-9.0,1.7
Cc1cc(C)cc(OCC(=O)NCC2CCCO2)c1 (configuration not stated),-9.2,0.4,11.4,1.0,10.9,-7.0,0.6,-5.0,1.1
CCc1ccc(OCc2ccc(C(=O)NCc3ccccn3)o2)cc1,16.2,-0.4,2.1,0.2,-19.3,4.2,3.2,1.6,1.8
COc1ccc(S(=O)(=O)N2CCc3ccccc32)cc1OC,6.8,0.0,-14.4,4.1,-3.6,-0.2,0.2,1.2,7.0
COc1ccc(-n2c(SCC(C)=O)nc3sc(C)c(C)c3c2=O)cc1,5.3,-0.5,1.0,1.0,24.6,-7.2,-7.8,-0.6,0.8
Cc1ccc(CN2c3ccccc3-c3nc(SCC(=O)NCc4ccccc4)ncc3S2(=O)=O)cc1,-2.9,-0.2,-8.5,0.1,nt,-3.0,-2.9,2.3,3.2
CC(=O)C1=C(O)C(=O)N(Cc2ccccc2)C1c1ccc(F)cc1 (configuration not stated),-6.2,0.3,-6.3,0.0,9.8,2.3,0.1,2.3,0.0
CCc1nn(CC(=O)NCCCN(CC)c2cccc(C)c2)c(=O)c2cc3occc3n12,-2.8,1.3,nt,0.4,-8.8,-15.3,-0.6,34.3,1.0
COc1ccc(NC(=O)CN(C)C(=O)c2cccc(S(=O)(=O)N3CCN(Cc4ccccc4)CC3)c2)cc1,nt,1.2,6.3,nt,nt,9.8,-2.2,-0.4,1.6
O=C(CCS(=O)(=O)c1ccccc1)NCCS(=O)(=O)c1ccccc1,1.4,0.3,-7.7,0.0,7.4,3.8,-5.1,9.5,2.5
Cc1ccc(CCNC(=O)c2ccc(CS(=O)(=O)c3ccccc3C)o2)cc1,47.1*,-1.0,2.5,-0.1,-10.3,-4.4,-2.1,1.8,4.5
C/C(=N/NC(=O)c1nnn(-c2nonc2N)c1COc1ccccc1)c1ccccc1Cl,3.9,0.9,0.7,-0.1,-4.5,-1.4,-12.1,-28.1,8.6
Cc1ccccc1C(=O)NC(NCc1ccco1)C(Cl)(Cl)Cl (configuration not stated),-2.1,0.1,-5.8,0.6,-4.5,-4.3,-1.2,7.9,-0.2
CC1CC(C)CN(S(=O)(=O)c2ccc(C(=O)N3CCN(c4ccccc4)CC3)cc2)C1 (configuration not stated),1.1,-0.6,8.7,-0.1,-3.9,15.0,-8.2,7.8,0.4
COc1ccc(NC(=O)C(=O)N/N=C(\C)CC(=O)Nc2ccccn2)c(OC)c1,5.8,-0.7,-17.7,-1.6,5.2,2.7,2.5,0.6,2.4
Cc1cccc(CNC(=O)C2CCC(CNS(=O)(=O)c3ccc4c(c3)CCCC(=O)N4)CC2)c1 (configuration not stated),-10.0,-0.1,-9.8,0.2,nt,1.7,-3.0,-8.7,0.9
COc1cccc(C2CC(C(F)(F)F)n3ncc(C(=O)O)c3N2)c1 (configuration not stated),6.1,-0.8,0.4,-0.6,-5.2,-1.1,-0.5,-3.6,4.7
COc1ccc(CN(C)C(=O)CCl)cc1,7.4,0.1,-4.5,-0.6,-11.2,0.9,-2.0,-8.3,3.3
COc1cccc(C(=O)n2ccc(-c3cccs3)n2)c1,-6.8,-0.2,-2.8,-0.7,19.2,-5.6,-3.2,-5.0,0.9

# Profiles from above. Values in the order: D2 PAM	TRHR ag	RXFP1 antagonist	D2 ag	D2 antagonist	TRHR enhancer	D1 potentiator	D1 antagonist	D1 ag
# `CC1CC(C)CN(S(=O)(=O)c2ccc(C(=O)N3CCN(c4ccccc4)CC3)cc2)C1` (configuration not stated) is entered as 1.1	-0.6	8.7	-0.1	-3.9	15.0	-8.2	7.8	0.4
# `COc1cccc(C2CC(C(F)(F)F)n3ncc(C(=O)O)c3N2)c1` (configuration not stated) is entered as 6.1	-0.8	0.4	-0.6	-5.2	-1.1	-0.5	-3.6	4.7
# `Cc1ccccc1C(=O)NC(NCc1ccco1)C(Cl)(Cl)Cl` (configuration not stated) is entered as -2.1	0.1	-5.8	0.6	-4.5	-4.3	-1.2	7.9	-0.2
# `C/C(=N/NC(=O)c1nnn(-c2nonc2N)c1COc1ccccc1)c1ccccc1Cl` is entered as 3.9	0.9	0.7	-0.1	-4.5	-1.4	-12.1	-28.1	8.6
# `COc1ccc(CN(C)C(=O)CCl)cc1` is entered as 7.4	0.1	-4.5	-0.6	-11.2	0.9	-2.0	-8.3	3.3
